RSV antiviral HEp-2 – inhibition of RSV-induced cytopathic effect – HEp-2 cells, primary 10 µM value included (AID 2391) | HEp-2 cells, RSV-induced CPE inhibition; higher % means a stronger effect | CPE inhibition, % at 10 µM, or IC50 in µM where a hit was titrated | 310,000 compounds, 0.13% hits; in the data active means a potency from the dose series; inconclusive means CPE inhibition mostly from about 23% at the one dose, without a potency; inactive means the rest, 99 in 100 with CPE inhibition below about 21%; further: strong numbers were not always called active
Rac1 GTP hydrolysis – MgcRacGAP GTPase-activating activity inhibitors, confirmation, biochemical, ADP Hunter fluorescence. MgcRacGAP-stimulated Rac1 GTP hydrolysis, ADP Hunter fluorescence; higher % means a stronger effect; GST-tagged Rac1 F28L mutant substrate. one-dose inhibition, % at 30 µM; IC50 in µM for titrated hits. 340,000 compounds, 0.6% hits;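 active means first-screen hits whose inhibition reached a set limit at any dose in the follow-up dose series; inconclusive means inhibition above the set first-screen limit but never retested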;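 further: fluorescence reports GDP produced by GAP-driven GTP hydrolysis; strong numbers were not always called active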
LYP inhibition – inhibitors of LYP phosphatase, biochemical, fluorescence intensity, uHTS (AID 1779) | recombinant LYP phosphatase, fluorescence intensity; higher % means a stronger effect | inhibition, % at 11.5 µM; hits with a dose series show IC50 in µM | 290,000 compounds, 0.054% hits; in the data active means inhibition above about 50%;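 further: plate controls were vehicle with enzyme for no effect and no enzyme for full effect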
Salmonella PhoP GFP – inhibitors of PhoP regulon expression, primary screen, Salmonella Typhimurium, GFP reporter (AID 1863). 300,000 compounds, 0.16% hits. S. Typhimurium PhoP-regulated promoter GFP reporter, 4 h; higher % means a stronger effect. inhibition, % at 50 µM, or IC50 in µM where a hit was titrated;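 active means inhibition over 29.93%, a cutoff 3 SD above the screen mean, later confirmed by dose response; inconclusive means inhibition over 29.93% but no dose response follow-up; inactive means inhibition at most 29.93% or unconfirmed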;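 further: 0% = low Mg2+ inducing control and 100% = high Mg2+ repressing control; strong numbers were not always called active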
GPR35 arrestin U2OS – GPR35 antagonists blocking zaprinast-driven arrestin recruitment, primary screen, imaging, U2OS, beta-arrestin-GFP, zaprinast agonist (AID 2058). U2OS GPR35 beta-arrestin-GFP translocation imaging, zaprinast antagonism; higher % means a stronger effect. inhibition, % at 10 µM; hits with a dose series show IC50 in µM. 290,000 compounds, 0.052% hits;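 active means inhibition of at least 50% with at least 30 cells and total cytoplasm GFP at most 10,000,000; inconclusive means under 30 cells or total GFP of 10,000,000 plus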
Large T inhibition – TAg ATPase/helicase activity blockers – biochemical (AID 1903) | 310,000 compounds, 0.39% hits | inhibition, % at 20 µM; hits with a dose series show IC50 in µM | SV40 large T antigen ATPase/helicase inhibition assay; higher % means a stronger effect; in the data active means a potency from the dose series; inconclusive means inhibition mostly from about 32% at the one dose, without a potency; inactive means the rest, 99 in 100 with inhibition below about 32%; further: strong numbers were not always called active
CSM14.1 death rescue – rescue of cells from ER stress-induced death, primary screen, 384-well, CSM14.1, thapsigargin, ATP luminescence (AID 1222); CSM14.1 thapsigargin-induced death rescue, ATP luminescence; higher % means a stronger effect; cellular ATP content (survival), % at 20 µM; hits with a dose series show EC50 in µM; 190,000 tested, under 10 active;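 active means EC50 below 50 µM in the dose-response confirmation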;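 further: death triggered by thapsigargin at about 15 µM added after 2 h compound pretreatment; cell ATP read after overnight thapsigargin exposure of roughly 18 to 22 hours; normalized against plate controls of thapsigargin alone and 5% DMSO vehicle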
West Nile antiviral – West Nile virus antiviral activity, cell-based, CPE readout (AID 1621) | West Nile virus-infected cells, CPE inhibition; higher % means a stronger effect | one-dose CPE inhibition, % at 10 µM; IC50 in µM for titrated hits | 290,000 compounds, 0.02% hits; in the data active means a potency from the dose series; inconclusive means CPE inhibition mostly from about 3.7% at the one dose, without a potency; inactive means the rest, 99 in 100 with CPE inhibition below about 2.2%; further: strong numbers were not always called active
NS5 inhibitors – flavivirus cap methylation enzyme inhibition – biochemical, confirmation dose response, primary screen (AID 588689); 340,000 compounds, 0.3% hits; Dengue-2 NS5 methyltransferase capping enzyme assay, biochemical; higher % means a stronger effect; inhibition, % at 25 µM, or IC50 in µM where a hit was titrated; in the data active means a potency from the dose series; inconclusive means inhibition above about 29% without an active follow-up result
NS5 inhibitors pilot replicate – also measured in NS5 inhibitors; calls as there; inhibition, %; measured here: pilot screen replicate inhibition
An asterisk follows results filed as active; ? = inconclusive; . = no result given.

SMILES | RSV antiviral HEp-2 | Rac1 GTP hydrolysis | LYP inhibition | Salmonella PhoP GFP | GPR35 arrestin U2OS | Large T inhibition | CSM14.1 death rescue | West Nile antiviral | NS5 inhibitors | others
O=c1c2ccccc2oc2nc(-c3ccco3)n(Cc3ccccc3)c(=O)c12 | 4.1% | 2% | -3% | -5% | 12% | -2% | 0.3% | -0.1% | -18%
CN(C)CCCNC(=O)C(=O)NCC1OCCN1S(=O)(=O)c1cccs1 (stereo not drawn) | 2.1% | 14% | -17% | -2% | -9% | 4% | . | 0.9% | 4%
Cc1ccc(C)c(NC(=S)N2CCN(c3ccccn3)CC2)c1 | -0.3% | 5% | -9% | 1% | 10% | 8% | . | -0.1% | -4%
O=C(CN1C(=O)C2CCCCC2C1=O)N1CCN(c2ccccc2)CC1 (stereo not drawn) | 6.4% | -40% | -5% | 13% | 3% | 19% | -0.3% | -0.5% | 5%
O=C(COC(=O)c1cc([N+](=O)[O-])ccc1NCCO)c1ccccc1 | 1.9% | 6% | -11% | -15% | 2% | 3% | -2.5% | -0.5% | -6%
CCOC(=O)C1=C(N)Oc2ccc3ccccc3c2C1c1ccc(O)cc1 (stereo not drawn) | 20% | 2% | -5% | 16% | 12% | 3% | . | -0.8% | 5%
Cc1cc(OCCCCOc2ccc(S(N)(=O)=O)c(C)c2)ccc1S(N)(=O)=O | 0.2% | 7% | -7% | 7% | 3% | 1% | . | -1.1% | -3%
O=C(O)c1cccc(S(=O)(=O)Nc2ccc(OCc3ccccc3)cc2)c1 | 1.7% | 5% | 2% | -6% | 14% | 6% | . | 1.4% | -1%
Cc1c(NC(=O)c2ccccc2N(C)S(=O)(=O)c2ccccc2)c(=O)n(-c2ccccc2)n1C | 1.5% | 0% | -6% | -4% | -3% | 12% | -0.9% | -0.4% | -7% | NS5 inhibitors pilot replicate=-6.7
COc1cccc(/C=c2/s/c(=C(\C#N)C(=O)N3CCOCC3)n(-c3ccccc3)c2=O)c1 | 1.6% | 2% | -6% | 19% | 20% | 1% | -1.5% | -0.1% | -5%
O=c1[nH]c2ccc(S(=O)(=O)N3CCCCC3)cc2o1 | 0.8% | 6% | -7% | 4% | -12% | 16% | -0.6% | 0.6% | 6%
CC(=O)c1ccc(NC(=S)N2CCN(S(=O)(=O)c3ccc(F)cc3)CC2)cc1 | 0.1% | 6% | -9% | -4% | 16% | 17% | . | -0.8% | 5%
COc1ccc(NC(=O)c2cccc(N3C(=O)C4C5C=CC(C5)C4C3=O)c2)cc1Cl (stereo not drawn) | 0.0% | 9% | -3% | 2% | -4% | 7% | . | -1.0% | -4%
CCCNC(=O)OC[C@H]1O[C@H](CCO/N=C/[C@@H](NS(=O)(=O)c2ccc(C)cc2)[C@H](C)/C=C/CC(=O)OC)C=C[C@@H]1Oc1ccc(OC)cc1 | . | . | 9% | -6% | -10% | 0% | -3.3% | . | .
Cc1cc(=O)oc2cc(OC(C)C(=O)Nc3ccc(N4CCOCC4)cc3)ccc12 (stereo not drawn) | 1.1% | 7% | -4% | 7% | -3% | 9% | -2.4% | -0.4% | 6%
CNC(=O)c1cc(C(=O)c2ccc(Cl)cc2)c(Br)[nH]1 | 5.5% | 7% | -4% | -1% | 1% | 24% | . | -0.5% | -5%
O=C1CCC([N+](=O)[O-])C(c2ccccc2Cl)N1 (stereo not drawn) | 5.2% | 8% | -5% | -6% | -8% | 2% | -3.2% | 0.8% | -10%
Cc1ccc(-c2nnc(CSc3nnc(COc4ccccc4)n3-c3ccc(C)cc3)o2)cc1 | ? | -4% | 5% | 8% | -13% | -1% | -0.7% | -1.3% | -6%
c1ccc(-c2nnc(SCc3nc4ccccc4[nH]3)o2)cc1 | 16% | 1% | 1% | 14% | 6% | 1% | 0.9% | 0.0% | -6%
COc1ccc(CC(=O)Nc2ccc(S(=O)(=O)N(C)C)cc2)cc1OC | 7.3% | 1% | -6% | -5% | 8% | 2% | 1.4% | 0.5% | 3%
CCn1c(SCC(=O)Nc2cccc(NC(C)=O)c2)nnc1-c1ccco1 | 0.9% | 7% | -1% | -5% | 21% | 8% | . | 0.0% | 1%
COC(=O)c1ccc(CSc2ncnc3c2oc2ccccc23)o1 | -0.7% | 3% | -2% | -19% | 13% | 13% | -0.5% | 1.3% | 1%
CC[N+](C)(CC)CCC/C(=N/O)C(O)(c1ccccc1)c1ccccc1 | 1.0% | . | -8% | -13% | 4% | 12% | . | 0.1% | .
CC(=O)c1c(C)nn(CC(O)COc2ccc3ccccc3c2)c1C (stereo not drawn) | 7.5% | 29% | -8% | 3% | 0% | -1% | 0.7% | -1.7% | -10%
Cc1cc(-c2nn(C)c(=O)c3ccccc23)ccc1CNC(=O)NC1CCCCC1 | 1.2% | 0% | -2% | 3% | -8% | -2% | 11% | -1.1% | -2%

Four neighbouring compounds from above:
SMILES | RSV antiviral HEp-2 | Rac1 GTP hydrolysis | LYP inhibition | Salmonella PhoP GFP | GPR35 arrestin U2OS | Large T inhibition | CSM14.1 death rescue | West Nile antiviral | NS5 inhibitors | others
O=c1c2ccccc2oc2nc(-c3ccco3)n(Cc3ccccc3)c(=O)c12 | 4.1% | 2% | -3% | -5% | 12% | -2% | 0.3% | -0.1% | -18%
CN(C)CCCNC(=O)C(=O)NCC1OCCN1S(=O)(=O)c1cccs1 (stereo not drawn) | 2.1% | 14% | -17% | -2% | -9% | 4% | . | 0.9% | 4%
Cc1ccc(C)c(NC(=S)N2CCN(c3ccccn3)CC2)c1 | -0.3% | 5% | -9% | 1% | 10% | 8% | . | -0.1% | -4%
O=C(CN1C(=O)C2CCCCC2C1=O)N1CCN(c2ccccc2)CC1 (stereo not drawn) | 6.4% | -40% | -5% | 13% | 3% | 19% | -0.3% | -0.5% | 5%

By substructure: those above with a halogen
SMILES | RSV antiviral HEp-2 | Rac1 GTP hydrolysis | LYP inhibition | Salmonella PhoP GFP | GPR35 arrestin U2OS | Large T inhibition | CSM14.1 death rescue | West Nile antiviral | NS5 inhibitors | others
CC(=O)c1ccc(NC(=S)N2CCN(S(=O)(=O)c3ccc(F)cc3)CC2)cc1 | 0.1% | 6% | -9% | -4% | 16% | 17% | . | -0.8% | 5%
COc1ccc(NC(=O)c2cccc(N3C(=O)C4C5C=CC(C5)C4C3=O)c2)cc1Cl (stereo not drawn) | 0.0% | 9% | -3% | 2% | -4% | 7% | . | -1.0% | -4%
CNC(=O)c1cc(C(=O)c2ccc(Cl)cc2)c(Br)[nH]1 | 5.5% | 7% | -4% | -1% | 1% | 24% | . | -0.5% | -5%
O=C1CCC([N+](=O)[O-])C(c2ccccc2Cl)N1 (stereo not drawn) | 5.2% | 8% | -5% | -6% | -8% | 2% | -3.2% | 0.8% | -10%

Additional results follow.
SMILES | RSV antiviral HEp-2 | Rac1 GTP hydrolysis | LYP inhibition | Salmonella PhoP GFP | GPR35 arrestin U2OS | Large T inhibition | CSM14.1 death rescue | West Nile antiviral | NS5 inhibitors | others
CCC(C)NC(=O)COC(=O)Cc1sc(N)nc1-c1ccc(C)cc1 (stereo not drawn) | 1.3% | 12% | -4% | -3% | 0% | -2% | 0.7% | -0.2% | -11%
O=C(CSc1nnc(-c2ccco2)n1Cc1ccccc1)NCc1ccccc1 | 1.5% | 5% | -1% | 3% | -8% | 0% | 1.3% | 0.6% | -3%
CCOC(=O)Cc1csc(NC(=O)CSc2nnc3ccccn23)n1 | 0.1% | 6% | -6% | 6% | -6% | 10% | 0.0% | -0.3% | -1%
COc1ccc(-c2cn[nH]c2-c2ccc(OCc3ccccc3)cc2O)cc1OC | 3.2% | -2% | 3% | -9% | -3% | 8% | . | 0.5% | -4%
Cc1nnc(SCC(=O)Nc2cc(C(N)=O)cc(C(N)=O)c2)n1-c1ccccc1 | 1.0% | 4% | -9% | -9% | 10% | 5% | . | -0.6% | 1%
COc1ccc(Cc2nnc(NC(=O)c3ccc(OC)cc3OC)s2)cc1 | 22% | -19% | -7% | -4% | -4% | 1% | . | -0.7% | 3%
COCCN(C(=S)Nc1ccccc1C)C(C)c1ccco1 (stereo not drawn) | 1.2% | 0% | -4% | -3% | 15% | 9% | . | 0.0% | -5%
COc1ccc(OC)c(/C=C/c2nc3ccccc3[nH]c2=O)c1 | 3.3% | 4% | -1% | -8% | 11% | 11% | . | -0.8% | ?
C=CCCC(=O)Nc1nc(C)c(-c2csc(Nc3cccc(OC)c3)n2)s1 | 4.7% | 3% | -5% | -2% | 6% | 18% | 0.2% | 1.6% | -7%
COc1ccccc1-n1cnnc1SCc1csc(-c2ccccc2)n1 | 3.5% | 9% | -1% | -4% | -1% | 17% | 0.1% | -0.6% | -2%
COc1cccc(C(=O)N2CCN(Cc3ccc4c(c3)OCO4)CC2)c1OC | 1.7% | 9% | -2% | 4% | -15% | 1% | -1.3% | 0.1% | 6%
COc1ccc(-c2nc(CSCC(=O)NC3CCCc4ccccc43)c(C)o2)cc1OC (stereo not drawn) | 5.7% | 9% | 8% | 4% | -2% | 7% | 1.2% | -0.2% | -5%
CCOC(=O)CCc1n[nH]c(=O)[nH]c1=O | 2.4% | -1% | -3% | -3% | -1% | 0% | -3.3% | 0.1% | 3%
N#CC1=C(N)NC(=S)C(C(N)=O)C1c1ccc([N+](=O)[O-])cc1 (stereo not drawn) | 1.3% | 51% | -4% | 4% | -19% | 24% | 0.8% | -0.5% | -1%
O=C(NCCC1CCCCN1S(=O)(=O)c1ccc(F)cc1)C(=O)NCc1cccnc1 (stereo not drawn) | -1.1% | 7% | . | 0% | . | 2% | . | . | -6%
CC(=O)/C(=C\N(C)C)Sc1ccc(Cl)cc1 | 0.7% | -2% | -12% | 7% | -1% | -3% | . | -0.2% | 2%
O=C(Nc1ccccc1F)N1CCCC1c1cccnc1 (stereo not drawn) | 0.0% | 8% | -10% | -9% | -4% | 6% | . | -0.4% | 2%
Cc1ccc(OCc2nc(-c3ccc(Cl)cc3)n[nH]2)cc1 | 4.2% | 11% | 2% | 3% | 13% | 0% | -2.6% | -0.1% | -5%
COc1ccc(Cn2c(S(=O)(=O)CC(N)=O)nc3ccccc32)cc1[N+](=O)[O-] | -0.9% | . | 0% | 4% | 4% | 4% | 5.2% | -0.3% | .
O=C(CN1CC[n+]2c(-c3cccs3)csc21)c1ccc(Br)cc1 | 2.5% | 12% | -8% | 15% | 2% | ? | -4.9% | -0.5% | 15%
Cc1ccc(NC(=S)NC2CCCC2)cc1C | 9.9% | 8% | -5% | -17% | 1% | 8% | -1.4% | -1.1% | -6%

Screening data as filed in PubChem.
